# HRas wt GTP bind – changes GTP binding to wildtype human HRas. 190,000 compounds, 0.14% hits. GST-Ras wt beads, Bodipy-FL-GTP binding, flow cytometry; actives lie on both sides. AID 759. P01112. GTP binding activity, % at 10 µM;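 active = GTP binding activity at least 20% away from the 100% baseline, either lowered as inhibitor or raised as activator; inconclusive = flagged as likely green fluorescent, judged across all proteins in the well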;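 also: 0% = unlabeled GTP competition control and 100% = no-compound control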
# Target sequence (P01112 whole entry, looked up): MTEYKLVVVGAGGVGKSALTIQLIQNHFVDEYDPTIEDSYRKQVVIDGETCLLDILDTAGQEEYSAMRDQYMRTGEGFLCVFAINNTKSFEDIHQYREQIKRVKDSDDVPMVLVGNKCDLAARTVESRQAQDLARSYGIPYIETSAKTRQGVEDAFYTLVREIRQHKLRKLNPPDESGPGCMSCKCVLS
# Rab7 wt modul – modulators of GTP binding to dog Rab7 wildtype GTPase. GST-Rab7 beads, fluorescent GTP binding, flow cytometry; actives lie on both sides; untreated = 100%, excess cold GTP = 0%. GTP binding activity (percent of control), % at 10 µM. 190,000 compounds, 0.055% hits. AID 758;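 active = fluorescent GTP binding to Rab7 beads changed by at least 20 points from the 100% baseline, either direction, mostly lower; inconclusive = compound itself probably fluorescent, or too few beads counted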;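 also: median green fluorescence of bound Bodipy-FL-GTP per Rab7 bead population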
# Rac1 wt modul – human Rac1 wildtype GTP binding, inhibitors and activators. P63000. 190,000 compounds, 0.27% hits. GST-Rac1 beads, fluorescent GTP binding, flow cytometry; actives lie on both sides; 0 = cold GTP competed, 100 = untreated. GTP binding activity (% of control), % at 10 µM;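 active = GTP binding activity at least 20 points away from the 100% control level, either lower or higher; inconclusive = compound flagged as likely green fluorescent, judged across all proteins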
# ABCB1 inh – blocks JC-1 efflux by human ABCB1 transporter; P08183; CCRF-Adr cells, flow cytometry; inhibition, % at 6.6 µM; 190,000 compounds, 0.067% hits; AID 1326; in the data active = inhibition above about 40%;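 also: 0% = vehicle and 100% = reference inhibitor; higher value means more JC-1 retained so stronger ABCB1 efflux block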
# Rab2 wt GTP – changes GTP binding to wildtype dog Rab2A, up or down; GTP binding activity, % at 10 µM; GST-Rab2 wt beads, Bodipy-GTP binding, flow cytometry; AID 760; 190,000 compounds, 0.19% hits; P61105;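 active = GTP binding activity at least 20 points away from 100%, either lowered or raised; inconclusive = signal likely due to the compound's own green fluorescence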;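 also: 0% = beads with excess unlabeled GTP and 100% = no-compound control corrected for plate trend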
# Cdc42 wt – human Cdc42 wildtype GTP binding change, either direction. percent activity (GTP binding), % at 10 µM. 190,000 compounds, 0.2% hits. AID 761. GST-Cdc42 beads, Bodipy-GTP binding, flow cytometry; actives lie on both sides;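 active = percent activity GTP binding at least 20 points away from the 100% baseline, either down as inhibitor or up as activator; inconclusive = compound flagged as likely green fluorescent from well-wide comparison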;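 also: median bead fluorescence of bound Bodipy-FL-GTP at 100 nM; 0% = excess unlabeled GTP control and 100% = no compound control; below 100% means less GTP binding so inhibitor and above means activator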
# Target sequence (P60953 whole entry, looked up): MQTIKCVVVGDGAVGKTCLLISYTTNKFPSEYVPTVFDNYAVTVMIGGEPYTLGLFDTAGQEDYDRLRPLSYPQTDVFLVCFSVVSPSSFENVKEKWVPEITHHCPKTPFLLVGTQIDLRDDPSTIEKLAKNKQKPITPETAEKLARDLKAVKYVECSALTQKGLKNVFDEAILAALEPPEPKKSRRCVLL
# Rac1 act GTP bind – alters GTP binding to activated mutant human Rac1; AID 764; GST-Rac1 activated beads, fluorescent GTP binding, flow cytometry; actives lie on both sides; 100% means binding = to untreated wells; percent activity (GTP binding), % at 10 µM; 190,000 compounds, 0.11% hits; P63000;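 active = GTP binding at least 20 percentage points away from the 100% baseline, in either direction, so actives lie on both sides; inconclusive = Compound likely fluorescent itself, or too few beads counted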
# ABCG2 inh – human ABCG2 inhibition, ABCB1 as counter-screen. Q9UNQ0. IgMXP3 cells, JC-1 efflux, flow cytometry. inhibition, % at 6.6 µM. 190,000 compounds, 0.1% hits;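 active = inhibition above 80%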;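 also: 0% = DMSO and 100% = nicardipine control wells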
#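 Incubation: cells with compound and JC-1, 10 min at 25 °C, rotating, no wash / Test system: IgMXP3 (ABCG2) plus far-red-tagged CCRF-Adr (ABCB1) cells / Compound dosing: one concentration, 6.6 µM final / Also added: JC-1 fluorescent substrate / Evaluation: efflux inhibition in percent versus controls / Detection: flow cytometry, 530 nm JC-1 signal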
# Pf gamet viab – kills late stage P. falciparum gametocytes. inhibition, % at 10.9 µM. 150,000 compounds, 0.065% hits. P. falciparum stage V gametocytes, ATP luminescence, 24 h;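 active = inhibition above the mean plus 3 SD of compounds within the control limits, set per campaign, cut at about 38% in these data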;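 also: 0% = DMSO wells and 100% = medium only without gametocytes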
# Avidin bead fluor – compound fluoresces at 488/530 nm on avidin beads. 220,000 compounds, 0.38% hits. fluorescence (KMESF) at 10 µM. compound fluorescence 488/530 nm, flow cytometry; hits give high values. AID 1775; in the data active = fluorescence above about 47; also: inactives centre near 10
# Mcl1 Noxa PPI – Mcl-1/Noxa interaction inhibition; TR-FRET Mcl-1/Noxa peptide binding, 2 h; inhibition, % at 21.7 µM; Q07820; 220,000 compounds, 1.5% hits;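 active = compounds that cut the protein-peptide binding signal by more than 50% relative to plate controls in a single-dose test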;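 also: His-tagged Mcl-1 with rhodamine Noxa BH3 peptide and terbium anti-His antibody; 0% = Mcl-1 plus Noxa peptide wells and 100% = peptide-only wells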
# Target sequence (Q07820 whole entry, looked up): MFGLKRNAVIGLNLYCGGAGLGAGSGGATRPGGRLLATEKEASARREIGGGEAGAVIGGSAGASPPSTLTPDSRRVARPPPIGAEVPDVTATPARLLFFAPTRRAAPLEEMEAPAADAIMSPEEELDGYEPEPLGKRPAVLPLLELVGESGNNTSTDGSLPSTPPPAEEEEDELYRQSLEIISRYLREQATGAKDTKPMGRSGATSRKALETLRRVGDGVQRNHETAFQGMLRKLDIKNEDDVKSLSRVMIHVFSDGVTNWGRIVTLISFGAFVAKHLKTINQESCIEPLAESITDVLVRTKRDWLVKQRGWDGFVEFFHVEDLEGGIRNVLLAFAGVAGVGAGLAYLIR
# Starred values were filed as active, the others as inactive; u = inconclusive; x = not tested or not shown. Compounds as they come. Share with any hit: about 2.3%.
# Every second line gives: HRas wt GTP bind	Rab7 wt modul	Rac1 wt modul	ABCB1 inh	Rab2 wt GTP	Cdc42 wt	Rac1 act GTP bind	ABCG2 inh	Pf gamet viab	Avidin bead fluor	Mcl1 Noxa PPI
CCN(C(=O)C(C)OC(=O)C1C(C(=O)OC)=C(C)NC(C)=C1C(=O)OC)c1ccccc1 (stereo not given)
 : 95.0	98.0	96.0	0.1	95.0	91.0	96.0	-2.1	-6.6	9	-1.7
CCCCn1nc2cc(C(=O)NCCc3ccc(C)cc3)ccc2c1OCC
 : 104.0	97.0	105.0	2.6	104.0	106.0	101.0	29.3	x	7	20.4
COc1ccc(NC(=O)CSc2ncnc3c2cnn3Cc2ccccc2)cc1OC
 : 102.0	102.0	103.0	0.1	101.0	103.0	100.0	1.4	-15.6	8	-3.5
Cc1c([N+](=O)[O-])c([N+](=O)[O-])nn1CC(=O)N1CCCCC1
 : 101.0	102.0	105.0	1.2	101.0	104.0	98.0	7.3	1.7	25	1.4
CCOc1cccc(CN2CCN(Cc3ccc(C)o3)C(CCO)C2)c1O (stereo not given)
 : 94.0	93.0	93.0	0.4	96.0	93.0	92.0	2.2	-11.1	8	4.1
COc1ccc(OC)c(NC(=O)c2ccccc2SC)c1
 : 103.0	100.0	107.0	0.4	101.0	106.0	101.0	1.8	x	30	-10.2
CC1=CC(C)(C)C(C(=O)O)C(C(=O)O)C1 (stereo not given)
 : 99.0	95.0	102.0	0.0	97.0	96.0	98.0	-0.4	-21.9	6	31.2
COc1ccc(C(=O)Nc2cc3c(cc2C#N)OCO3)cc1S(=O)(=O)N1CCN(C)CC1
 : 100.0	98.0	103.0	-0.1	99.0	101.0	98.0	-0.7	x	7	3.6
COc1ccc(C(=O)NC2CCCCCC2)cc1S(=O)(=O)Nc1ccc(Br)cc1
 : 101.0	96.0	105.0	0.0	97.0	100.0	97.0	1.9	16.3	10	10.4
COC(=O)c1ccccc1NC(=O)c1ccc(COc2ccc(C)c(C)c2)o1
 : 95.0	98.0	97.0	0.8	95.0	94.0	94.0	2.4	x	36	16.9
COc1cccc(CN(Cc2cccnc2)S(=O)(=O)c2ccc(-n3cnnn3)c(C)c2)c1OC
 : 99.0	96.0	100.0	3.0	95.0	98.0	96.0	5.8	-26.4	9	-7.1
Cc1cc(C(=O)NCCCn2ccnc2)sc1-c1ccccc1
 : 104.0	102.0	103.0	0.5	106.0	105.0	102.0	4.1	-9.8	11	0.6
CC(C)[C@H](NC(=O)c1ccccc1)C(=O)OCC(=O)N1CCCc2ccccc21
 : 102.0	100.0	104.0	2.1	99.0	100.0	99.0	4.0	-7.4	2	-12.5
CC(C)(C)S(=O)(=O)c1cnc2c(S(=O)(=O)c3ccccc3)cnn2c1N
 : 98.0	106.0	100.0	0.0	100.0	96.0	96.0	1.6	1.7	10	8.9
Cc1cc(=O)n2nc(N3CCCC(C(=O)N4CCN(C)CC4)C3)sc2n1 (stereo not given)
 : 102.0	102.0	107.0	-0.2	101.0	107.0	98.0	9.4	x	30	-4.2
CCOc1c(Cl)cc(C(=O)Nc2cccc(C(=O)O)c2)cc1Cl
 : 100.0	103.0	100.0	0.7	97.0	95.0	95.0	3.4	33.2	13	3.7
COc1cc(CNCCCN2CCOCC2)c(Br)cc1OCC(=O)Nc1ccccc1C
 : 99.0	103.0	98.0	1.4	100.0	99.0	98.0	11.7	x	10	4.6
O=C(Nc1cccnc1)c1cc(-c2ccc(Cl)cc2)on1
 : 98.0	95.0	99.0	0.6	98.0	101.0	96.0	5.0	1.3	7	-43.0
COc1ccc(Cl)c(S(=O)(=O)N2CCCC2)c1
 : 94.0	99.0	95.0	0.2	93.0	94.0	93.0	0.6	14.6	7	-1.5
COc1ccc(OCCNS(=O)(=O)c2cccc([N+](=O)[O-])c2)cc1
 : 98.0	105.0	100.0	1.6	99.0	102.0	95.0	11.3	3.1	12	-11.5
COC(=O)c1cn(C)c2ccc(S(=O)(=O)N3CCCC3)cc2c1=O
 : 102.0	98.0	102.0	0.3	101.0	107.0	98.0	0.5	21.1	30	14.6
C/C(=N\Nc1cc(Cl)nc(C)n1)c1ccccc1
 : 95.0	92.0	90.0	0.4	94.0	97.0	94.0	2.1	x	10	x
COc1cccc(Nc2nc3ccccc3n3nnnc23)c1
 : 104.0	101.0	104.0	0.7	101.0	104.0	99.0	3.1	-60.4	10	31.1
CC1=NN(c2ccc(C)cc2)C(=O)/C1=C\c1ccc(Br)s1
 : 93.0	92.0	91.0	-0.1	95.0	93.0	93.0	3.7	-45.0	14	-3.4
Cn1c(=O)[nH]c(=O)c2cc(C(=O)c3cc(F)ccc3O)cnc21
 : 98.0	109.0	100.0	0.1	103.0	98.0	93.0	5.5	-3.9	11	-0.3
CC(=O)N1CCOCCOCCN(C(C)=O)CCOCCOCC1
 : 96.0	95.0	98.0	0.4	94.0	98.0	92.0	3.7	6.9	11	9.1
O=C(N/N=C/C1C(c2ccccc2)C1(Cl)Cl)c1cccc(Cl)c1 (stereo not given)
 : 92.0	97.0	96.0	1.4	93.0	97.0	97.0	34.2	2.3	6	-39.6
O=C(Nc1nnc(CSCc2ccc(F)cc2)s1)c1ccc([N+](=O)[O-])cc1
 : 100.0	99.0	105.0	-0.2	99.0	99.0	99.0	-0.2	-41.4	1	25.4
Cc1ccc(CNC(=O)N[C@@H](Cc2ccccc2)C(=O)O)cc1
 : 99.0	98.0	107.0	0.1	102.0	99.0	98.0	2.0	-27.6	6	-4.2
Fc1cccc(-c2oncc2-c2nnnn2-c2ccc(Cl)cc2)c1
 : 101.0	100.0	106.0	0.4	100.0	100.0	100.0	-0.8	x	4	-5.5

# The results go on.
# Every second line gives: HRas wt GTP bind	Rab7 wt modul	Rac1 wt modul	ABCB1 inh	Rab2 wt GTP	Cdc42 wt	Rac1 act GTP bind	ABCG2 inh	Pf gamet viab	Avidin bead fluor	Mcl1 Noxa PPI
Nc1c(-c2ccccc2)nc(Cl)nc1-c1ccccc1
 : 101.0	103.0	101.0	-0.3	102.0	100.0	97.0	16.0	x	31	-0.7
Cc1ccc(OCCSc2nnc(-c3ccncc3)n2C)cc1
 : 97.0	100.0	95.0	2.6	98.0	99.0	96.0	43.0	4.9	14	6.2
Cc1nnnn1CC(=O)Nc1cccc([N+](=O)[O-])c1
 : 100.0	104.0	104.0	0.7	101.0	96.0	97.0	9.8	-3.5	12	2.5
COCCNC(=O)CCCn1c(=O)c2cc(OC)c(OC)cc2n(CC(=O)c2cccc(OC)c2)c1=O
 : 96.0	104.0	96.0	-0.5	97.0	97.0	91.0	-4.4	10.1	11	13.4
CC(=O)COc1ncn(-c2ccccc2)n1
 : 100.0	101.0	101.0	0.1	97.0	99.0	98.0	1.5	x	5	-5.0
CCNc1ccc(C2(O)C(=O)c3ccccc3C2=O)cc1
 : 102.0	100.0	107.0	2.7	99.0	104.0	100.0	0.3	-0.8	14	-14.3
O=C(c1cccnc1)N1C2C=CC(C2)C1(C(F)(F)F)C(F)(F)F (stereo not given)
 : u	u	u	0.0	u	u	u	0.3	6.5	22	1.7
C=CCc1ccccc1OCC(O)CN1CCN(c2ccccc2F)CC1 (stereo not given)
 : 97.0	100.0	97.0	2.9	98.0	101.0	96.0	15.5	-18.2	13	14.8
Cc1ccc(-n2c(C)cc(C)c(C#N)c2=O)cc1Cl
 : 100.0	99.0	103.0	0.7	99.0	101.0	100.0	2.4	x	37	12.7
Cc1cc(=O)[nH]c(-n2nc(C)cc2C)n1
 : 99.0	100.0	104.0	0.0	101.0	100.0	100.0	0.3	x	36	9.3
Cc1ccc(-n2nc(C)c3c2NC2=C(C(=O)CC(C)(C)C2)C3c2ccccc2OCC(=O)O)cc1 (stereo not given)
 : 95.0	98.0	94.0	0.4	96.0	90.0	90.0	-0.4	4.2	17	-4.4
CCN(CC)c1nc2ccccc2nc1C(C#N)C(=O)NCCCOC (stereo not given)
 : 101.0	101.0	106.0	1.8	101.0	100.0	100.0	7.7	-30.8	35	13.8
COc1ccc(C(=S)Nc2ccccc2)cc1
 : 99.0	98.0	98.0	0.6	99.0	101.0	99.0	7.1	x	34	16.6
CCOc1ccccc1C(=O)Nc1cc(C(=O)NCC(C)C)ccc1Cl
 : 101.0	103.0	103.0	1.3	100.0	99.0	96.0	9.2	x	13	3.9
Cc1cccc(NC(=S)N(CCN(C)C)Cc2cc3cccc(C)c3[nH]c2=O)c1
 : 100.0	102.0	105.0	1.6	99.0	102.0	99.0	-1.9	-6.3	16	3.0
Cc1ccc(N/C=C/C(=O)C(C)(C)C)c(O)c1
 : 98.0	101.0	100.0	0.2	101.0	103.0	99.0	0.9	x	10	4.0
COc1cc(/C=C/C(=O)OCC(=O)c2c(N)n(C)c(=O)n(C)c2=O)ccc1OC(F)F
 : 94.0	99.0	90.0	-0.2	93.0	94.0	92.0	8.9	-25.8	8	-1.6
Cc1cc(NC(=O)c2cccs2)ncc1NC(=O)c1cccc(F)c1
 : u	u	u	0.6	u	u	u	2.6	0.7	13	1.4
Cc1c(C(=O)O)sc(=S)n1CCOc1ccccc1
 : 96.0	97.0	98.0	-3.2	95.0	95.0	95.0	-3.2	x	6	5.5
CCCCCCc1c(C)nc(-n2[nH]c(C)c(CCO)c2=O)[nH]c1=O
 : 96.0	97.0	97.0	0.0	95.0	95.0	95.0	8.9	20.1	12	-1.4
O=C(CSc1nnc(Cn2c(=O)sc3ccccc32)n1-c1ccccc1)N1CCCCCC1
 : 101.0	104.0	104.0	1.1	99.0	101.0	97.0	4.0	x	29	4.8
Cc1ccc(CN(C(=O)c2ccco2)C(C(=O)NC2CCCC2)c2ccc(N3CCOCC3)cc2)cc1 (stereo not given)
 : 101.0	101.0	103.0	12.6	98.0	103.0	101.0	26.4	2.5	34	-1.9
COc1ccc(C2CC(c3cccs3)=NN2C(=S)Nc2ccccc2)cc1OC (stereo not given)
 : 99.0	101.0	103.0	-1.9	101.0	103.0	99.0	-18.8	2.1	9	9.3
CC1(C)CC(=O)C2=C(C1)NC(=O)CC2c1cccc(F)c1 (stereo not given)
 : 99.0	99.0	104.0	-0.1	98.0	101.0	98.0	-3.4	-20.2	12	2.7
CCOC(=O)c1ccc(NC(=O)C2(c3ccccc3)CCCC2)cc1
 : 103.0	101.0	109.0	0.5	103.0	106.0	101.0	2.0	-9.0	5	11.1

# Screening data as filed in PubChem BioAssay.
